14-3-3g Raf: 14-3-3 gamma protein interaction modulation. AID 422. hit rate 0.19% among 160,000. FP, 14-3-3gamma / TMR-pS259-Raf peptide binding. inhibition, % at 40 µM. P61981; in the data active means inhibition above about 30%;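 further: 0% = protein plus tracer without compound and 100% = blank with tracer alone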
Target sequence (P61981 whole entry, looked up): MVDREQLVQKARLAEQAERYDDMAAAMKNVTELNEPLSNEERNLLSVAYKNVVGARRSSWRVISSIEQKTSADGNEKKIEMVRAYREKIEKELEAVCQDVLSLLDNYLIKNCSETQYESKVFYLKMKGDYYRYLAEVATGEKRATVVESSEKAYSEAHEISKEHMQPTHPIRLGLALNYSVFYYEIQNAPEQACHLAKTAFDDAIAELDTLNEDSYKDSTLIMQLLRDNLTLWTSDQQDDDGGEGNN
Starred values were filed as active, the others as inactive; & = joins results of further samples. Some of the compounds tested; count on the stated rates, not on these rows.

The opening 2 entries as a preview:
SMILES	14-3-3g Raf
COc1cc(C(=O)Nc2cccc3c2C(=O)c2ccccc2C3=O)cc(OC)c1OC	5
COc1ccc(CCN2C(=O)CC(N3CCN(c4ccccc4)CC3)C2=O)cc1OC (configuration not stated)	-8

Results (from the top)
SMILES	14-3-3g Raf
COc1cc(C(=O)Nc2cccc3c2C(=O)c2ccccc2C3=O)cc(OC)c1OC	5
COc1ccc(CCN2C(=O)CC(N3CCN(c4ccccc4)CC3)C2=O)cc1OC (configuration not stated)	-8
O=C(NCc1cccnc1)c1ccc2c(=O)n(CC3CCCO3)c(=S)[nH]c2c1 (configuration not stated)	5
COC(=O)C1=CN(c2cccc(C(F)(F)F)c2)C=C(C(=O)OC)C1c1ccc(F)cc1	2
O=C(CSc1nc2c(cnn2-c2ccc(F)cc2)c(=O)[nH]1)Nc1ccc2c(c1)OCO2	-35
CCC(=O)N1CCc2cc(Br)cc(S(=O)(=O)Nc3ccc(C)cc3C)c21	-8
Cc1cccc(NC(=O)c2cc(NC(=O)C3CC=CCC3C(=O)O)ccc2N2CCOCC2)c1 (configuration not stated)	9
CC(C)(C)N1COc2c(cc(Cl)c3cccnc23)C1	-2
O=C(Cn1cnc2c(nnn2Cc2ccccc2F)c1=O)NCC1CCCO1 (configuration not stated)	-2
CN1CCN(CC(=O)Nc2cc(N3CCOCC3)ccc2[N+](=O)[O-])CC1	-10
O=C(OCc1nnc(-c2ccccc2)o1)c1ccc2ccccc2n1	-5
Cc1nc(SCC(=O)c2ccc3c(c2)OCCO3)c2c3c(sc2n1)CCCC3	-16
CCN(Cc1ccccc1)C(=O)CSc1nc(C)cc(C)c1C#N	1
COc1ccc2nc(Cl)c(C3CC(c4ccc(Cl)cc4)=NN3C(C)=O)cc2c1 (configuration not stated)	-5
COC(=O)c1sc2ccccc2c1NC(=O)c1cc(-c2cccs2)nc2ccccc12	-20
CCOC(=O)c1c(NC(=O)COc2cc(C)ccc2C(C)C)sc2c1CCC2	-22
COc1ccc(-n2nc3cc(C)c(NC(=O)c4ccc(Br)o4)cc3n2)cc1	-14
COc1cc(C)c(C#N)c(OC)n1	5
CC12/C(=N/O)C3C4CC5C3/C(=N/O)C1C5C42 (configuration not stated)	5
CCCc1nnc(NC(=O)Cn2c(=O)oc3ccccc32)s1	10
Cc1ccc(C)c(-c2csc(Nc3ccc(S(=O)(=O)Nc4nc(C)cc(C)n4)cc3)n2)c1	4
CCCCc1ccc(NC(=O)CSC2=C(C#N)C(c3ccco3)C3=C(CCCC3=O)N2)cc1 (configuration not stated)	0
O=[N+]([O-])c1ccc(S(=O)(=O)c2nc3ccccc3s2)c(Cl)c1	-3
CC1CCCCN1CCNS(=O)(=O)c1ccc2c(c1)CCN2C(=O)C1CC1 (configuration not stated)	-28
CCC(=O)N1CCc2cc(S(=O)(=O)Nc3c(C)cccc3CC)ccc21	-1
SMILES	14-3-3g Raf
CC(=O)c1cccc(NC(=O)CCS(=O)(=O)c2cccs2)c1	1
CC1=C(C(=O)Nc2ccc(Cl)cc2)C(c2ccccc2F)NC(=O)N1 (configuration not stated)	1
CCOc1ccc(-n2nc(C(=O)NC3CCCCCC3)c3ccccc3c2=O)cc1	4
Cc1n[nH]c(C)c1N	1
CSc1ccc(C2C(C(=O)OCC(C)C)=C(C)N=C3SC(C)C(=O)N32)cc1 (configuration not stated)	2
CC(=O)c1cnc(Nc2nc(C)c3cccc(C)c3n2)nc1C	-4
CCOC(=O)c1cccc(NC(=O)c2ccccc2Br)c1	-6
O=C(Nc1cccc(C(F)(F)F)c1)C1CCCN(S(=O)(=O)c2cnc[nH]2)C1 (configuration not stated)	6
Cn1c(=O)c2c(nc3n(-c4cccc(C(F)(F)F)c4)c(-c4ccc(Cl)cc4)cn23)n(C)c1=O	2
CCCCC(=O)Nc1ccc(C(N)=O)cc1	-7
COc1ccc(N2C(=O)C(=O)/C(=C(/O)c3ccc(Br)cc3)C2c2ccc([N+](=O)[O-])cc2)cc1 (configuration not stated)	1
COc1ccccc1-c1nnc(NC(=O)c2ccc(S(=O)(=O)N3CCCC(C)C3)cc2)o1 (configuration not stated)	-10
CC1CCCCN1C(=O)Cn1c(=O)oc2ccccc21 (configuration not stated)	0
COc1ccc(Br)cc1CNC(=O)C1CCN(C(=O)N(C)C)CC1	-6
Cc1cc(C)n(S(=O)(=O)c2ccc(Cl)c(Cl)c2Cl)n1	0
CC1Cc2ccccc2N1C(=O)c1cnc2ccccn2c1=O (configuration not stated)	1
Cc1ccc(C2C(C(=O)OC(C)C)C(=O)CC(C)(O)C2C(=O)OC(C)C)cc1 (configuration not stated)	1
COc1ccccc1CNc1nc2nc3c(c(=O)n2[nH]1)CCC3	0
Cc1[nH]c2c(ccc3ccccc32)c(=O)c1CN1CCOCC1	-7
Cc1ccc(CNCC2CCCO2)cc1 (configuration not stated)	-8
CN(CC(=O)NCc1ccco1)S(=O)(=O)c1ccc2c(c1)n(C)c(=O)c(=O)n2C	-5
COc1ccc(Nc2nc(N3CCCC3)c3ccccc3n2)cc1	-2
Cc1cc2oc(=O)c3c(c2c2occ(-c4ccc(F)cc4)c12)CCC3	-4
CCc1ccc(Nc2nc3ccccc3nc2NS(=O)(=O)c2ccccc2)cc1	-6
COCCCNC(=O)c1ccccc1NS(=O)(=O)c1ccc(C)cc1	-9
SMILES	14-3-3g Raf
COc1ccc(-c2cnnn2-c2ccc(NC(=O)c3ccccc3C(F)(F)F)cc2)cc1OC	-8
CCC(NC(=O)N(Cc1ccccc1)Cc1ccc2c(c1)OCO2)(C(F)(F)F)C(F)(F)F	2
COCCn1c(C)cc(C(=O)COC(=O)c2cc3c(s2)CCC3)c1C	-10
CC[C@@H](C)[C@H](NS(=O)(=O)c1ccc(C)cc1)C(=O)N1CCC(C(=O)NCC(=O)O)CC1	-3
CCN(CC)c1ncnc2sc(C(=O)Nc3ccc(OC)c(Cl)c3)c(C)c12	-3
COC(=O)c1cc2ccccc2oc1=O	-9
Cc1nc(NCc2ccco2)c(C#N)c2c1COC(C)(C)C2	-5
CC(CCc1ccccc1)NC(=O)C1(c2ccccc2)CCOCC1 (configuration not stated)	-4
Cc1cc2cc(CN(Cc3cccs3)Cc3nnnn3CC3CCCO3)c(=O)[nH]c2cc1C (configuration not stated)	-12
CCOC(=O)N1CCC(NS(=O)(=O)c2ccc3c(c2)C(C)(C)C(=O)N3C)CC1	-5
CCC(CC)C(=O)Nc1c2cnn(-c3ccccc3)c2nc(=O)n1-c1ccccc1	-2&6
O=c1[nH]cnc2c1sc1ccccc12	-3
c1cc2nncn2nc1N1CCCC1	-7
C=CCNc1nc(-c2sc(N)nc2C)cs1	-122
COC(=O)c1cc(Oc2ncnc3scc(-c4ccccc4)c23)cc(C(=O)OC)c1	3
COc1ccc(C2NC(=O)NC(O)(C(F)(F)F)C2C(C)=O)cc1 (configuration not stated)	-7
Cc1c(Cl)cccc1NC(=O)c1cc2nc(-c3cccs3)cc(C(F)(F)F)n2n1	-20
O=C(c1ccc(F)cc1)N1CCN(c2ccc(Cl)cc2[N+](=O)[O-])CC1	-1
Cc1ccnc(NC(=O)C2c3ccccc3C(=O)N(C)C2c2c[nH]c3ccccc23)c1 (configuration not stated)	-4
O=C(NC1CCCC1)c1nn2c(c1Cl)NC(c1ccccc1)CC2C(F)(F)F (configuration not stated)	-6
CCOc1ccc(S(=O)(=O)N=C2C=C(Nc3ccc(O)cc3)C(=O)c3ccccc32)cc1	-3
COc1ccc(OC)c(C=Cc2[nH]c(=O)[nH]c(=O)c2[N+](=O)[O-])c1	-3
CC1=C(C(=O)OCc2ccccc2)C(c2cc3c(cc2[N+](=O)[O-])OCO3)C2=C(CC(C)(C)CC2=O)N1 (configuration not stated)	-2
O=S(=O)(N=C(Nc1ccccc1I)c1ccc(F)cc1)c1ccccc1	-11
COCCNC(=O)c1ccc2ccccc2n1	1
SMILES	14-3-3g Raf
COc1ccc2oc(C)c(-c3cnc4ccccn34)c2c1	-13
CCCc1cc2c(=O)c(-c3ccc4c(c3)OCCO4)coc2cc1O	-4
CC(NC(=O)c1ccc(F)cc1)c1nc2ccccc2[nH]1 (configuration not stated)	5
CC1=C(C(=O)OC(C)C)C(c2ccc(Br)cc2)NC(=O)N1 (configuration not stated)	4
Cc1ccc(NC(=O)c2cc3n(n2)C(C(F)(F)F)CC(c2ccc(Cl)cc2)N3)cc1C (configuration not stated)	0
CC1=C(C(=O)OCc2ccccc2)C(c2ccc(O)c([N+](=O)[O-])c2)C2=C(CC(c3ccccc3)CC2=O)N1 (configuration not stated)	-12
Cc1ccc(SCc2nc(-c3ccccc3)no2)cc1	5
CCOC1OC2C(CO)OC(n3cnc4c(N)ncnc43)C2O1 (configuration not stated)	-3
NC(=O)CS(=O)(=O)c1ccc(Cl)cc1	-4
CC1CC(C(F)(F)F)n2ncc(C(=O)O)c2N1 (configuration not stated)	-3
Cc1ccc(CNc2oc(-c3ccc([N+](=O)[O-])cc3)nc2C#N)cc1	-2
CCCOc1ccc([C@@H]2C3CN(C(=O)OCC)CC=C3C(C#N)=C(N)C2(C#N)C#N)cc1OC (some centres not stated)	2
Brc1ccc(C2=Nn3c(nnc3-c3ccc4c(c3)OCO4)SC2)cc1	-6
O=C(COc1ccccc1)Nc1cccc(-c2nnc(-c3ccccc3)o2)c1	3
COc1cc(C)c(C(=O)O)c(OC)n1	-11
CCCS(=O)(=O)c1c(S(=O)(=O)CCC)c2cc(CC)ccn2c1C(=O)OC	-1
CC(C)COc1cccc(C(=O)Nc2ccc(S(=O)(=O)N3CCOCC3)cc2)c1	-7
CCSc1nnc(NC(=O)CSc2nc3c(c(=O)n2C)SC(C)C3)s1 (configuration not stated)	-8&-8
COc1ccc(OC)c(C2C(C(=O)c3cccs3)=C(O)C(=O)N2CCN(C)C)c1 (configuration not stated)	-12
Cc1c(C(=O)Nc2nnc(C(F)(F)F)s2)oc2ccccc12	3
Cc1ccc(CNC(=O)C2c3ccccc3C(=O)N(C)C2c2c[nH]c3ccccc23)o1 (configuration not stated)	-5&-6
O=C1CCCC2=C1C(c1ccc([N+](=O)[O-])cc1)Nc1ccc(C(=O)c3ccccc3)cc1N2 (configuration not stated)	-4
Cc1ccc(C(=O)COC(=O)CN2C(=O)c3ccc(Br)cc3C2=O)cc1[N+](=O)[O-]	-232
O=C1CN(C(=O)c2ccco2)C(c2ccccc2)c2cc(F)ccc2N1 (configuration not stated)	-10
Nc1c(C(=O)Nc2nccs2)sc2nc3c(c(-c4ccco4)c12)CCC3	-69

At a glance, some entries already given.
SMILES	14-3-3g Raf
COc1ccc2oc(C)c(-c3cnc4ccccn34)c2c1	-13
CCCc1cc2c(=O)c(-c3ccc4c(c3)OCCO4)coc2cc1O	-4
CC(NC(=O)c1ccc(F)cc1)c1nc2ccccc2[nH]1 (configuration not stated)	5

(continued)
SMILES	14-3-3g Raf
O=c1c2ccccc2c2ccccc2c(=O)n1-c1cccc(Cl)c1	5
C=CCC(C)(NCc1ccccc1)c1cccs1 (configuration not stated)	-7
CCOC(=O)C1=C(C)NC(=O)CC1c1ccccc1F (configuration not stated)	1
COC(=O)c1ccc(Oc2nc3c(c(=O)n(C)c(=O)n3C)n2CCC(C)C)cc1	2
Cc1cccn2c(=O)c3cc(C(=O)NCC(C)C)sc3nc12	2
Cc1ccc(NC(=O)CCN2CCN(C)CC2)cc1Br	-8
N#Cc1c(NC(=O)c2cccnc2Cl)sc2c1CCCCC2	3
COc1ccc(CCNC(=O)C(=O)Nc2ccccc2)cc1OC	5
CCCn1c(CCCNC(C)=O)nc2ccccc21	-9
CC1=CC(C)(C)NC(=S)N1c1ccc(F)cc1	-4
CCCCNC(=O)c1cc(=O)[nH]c2ccc(S(=O)(=O)N3CCCCC3)cc12	5
CC1CN(c2c(Cl)cccc2[N+](=O)[O-])CCN1S(C)(=O)=O (configuration not stated)	-6
COc1cc2c(cc1OC)C(COc1ccccc1OC)N(C(=O)CC(C)C)CC2 (configuration not stated)	-29
Cc1cccn2c(=O)c3cc(C(=O)Nc4ccc5c(c4)OCO5)sc3nc12	-5
CC1(C)CC(=O)C(Sc2ccc(Br)cc2)=C(OC(=O)c2ccco2)C1	-10
CN1NC2(CCCCC2)NC1=S	8
COc1ccccc1C(=O)Nc1ccccc1-c1nc2ccccc2s1	-9
CCOc1ccc(N(CC(=O)NC2CCCCCC2)S(=O)(=O)c2c(C)noc2C)cc1	-3
CC(=O)N1CCc2cc(Br)cc(S(=O)(=O)NCCCN(C)Cc3ccccc3)c21	-2
CCc1cc(-c2n[nH]c(C)c2-c2nc3ccccc3s2)c(O)cc1O	-3
CCCC1N=C(c2ccc(OC)cc2)CC(c2cc(Br)ccc2O)N1 (configuration not stated)	-2
Cc1nnc(SCC(=O)N2CCC(C(N)=O)CC2)s1	-10
CSc1nnc2c(n1)OC(c1c(C)[nH]c3ccccc13)N(C(C)=O)c1ccccc1-2 (configuration not stated)	-1
O=C(COC(=O)CCOc1ccccc1)Nc1ccc(Cl)cn1	-38
Cc1cc(C)n2nc(SCc3ccccc3Cl)nc2n1	2
Cc1c(C(=O)N2CCN(c3ccccc3F)CC2)sc2ncn(CC(=O)N3CCCC(C)C3)c(=O)c12 (configuration not stated)	-5
COc1cccc(/C=N/n2cncn2)c1OCC#N	-1
O=c1c(C=NCc2ccco2)c(C(F)(F)F)[nH]n1-c1ccc([N+](=O)[O-])cc1	-37
CC(C)[C@H](NC(=O)NC1CCCC1)C(=O)O	-5
CCOc1cc(C(=O)N2CCN(c3ccc(C(C)=O)cc3)CC2)cc(OCC)c1OCC	10

3 entries from above, with each value named:
CC(CCc1ccccc1)NC(=O)C1(c2ccccc2)CCOCC1 (configuration not stated)
  14-3-3g Raf: -4

CSc1nnc2c(n1)OC(c1c(C)[nH]c3ccccc13)N(C(C)=O)c1ccccc1-2 (configuration not stated)
  14-3-3g Raf: -1

COc1cc(C)c(C(=O)O)c(OC)n1
  14-3-3g Raf: -11

4 of the entries above in order of the 14-3-3g Raf value, high to low.
| SMILES | 14-3-3g Raf |
| --- | --- |
| CCCCNC(=O)c1cc(=O)[nH]c2ccc(S(=O)(=O)N3CCCCC3)cc12 | 5 |
| Cc1cccn2c(=O)c3cc(C(=O)Nc4ccc5c(c4)OCO5)sc3nc12 | -5 |
| Cc1ccc(NC(=O)CCN2CCN(C)CC2)cc1Br | -8 |
| Cc1nnc(SCC(=O)N2CCC(C(N)=O)CC2)s1 | -10 |

High-throughput results from PubChem.
